Screens as filed in PubChem BioAssay.
Alkaline phosphatase: human TNAP enzyme inhibitors, biochemical, luminescent (AID 518). Alkaline phosphatase, tissue-nonspecific isozyme (Homo sapiens). purified TNAP enzyme, luminescent substrate readout; higher % means a stronger effect. inhibition, % at 20 µM, or IC50 in µM where a hit was titrated. hit rate 0.09% among 64,000; in the data active = a potency from the dose series; inactive = the rest, 99 in 100 with inhibition below about 22%;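 note: plate controls were vehicle for no effect and reference inhibitor for full effect; many of its hits are not listed in these tables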
Spn PMK inh: S. pneumoniae PMK inhibitors, primary screen, biochemical, mevalonate pathway, pilot trial included; phosphomevalonate kinase (Streptococcus pneumoniae D39); purified PMK, PK/LDH-coupled NADH absorbance 340 nm; inhibition, % at 10 µM; hit rate 0.49% among 65,000;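 active = top-ranked compounds by inhibition in the single 10 µM screen, taking a fixed number of the strongest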;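 note: 0% = full reaction with DMSO carrier and 100% = background rate without enzyme reaction; no value below 0 was filed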
Bfl-1 displacement: Bfl-1 inhibitors, primary screen, biochemical, fluorescence polarization, FITC-Bid, mouse (AID 432). Bcl-2-related protein A1 (Mus musculus). FITC-Bid BH3 peptide fluorescence polarization displacement; higher % means a stronger effect. displacement, % at 20 µM; hits with a dose series show IC50 in µM. hit rate 0.02% among 64,000; in the data active = a potency from the dose series; inactive = the rest, 99 in 100 with displacement below about 15%; note: strong numbers were not always called active
HPDE-C7K KRASV12: cytotoxicity in KRAS-transformed pancreatic duct cells, primary screen, cell-based, fluorescence, HTS (AID 431). HPDE-C7K KRASV12 cells, Alamar Blue viability, 48 h; higher % means a stronger effect. cytotoxicity, % at 10 µM; hits with a dose series show EC50 in µM. hit rate 1.7% among 63,000;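 active = compounds whose percent cytotoxicity in the single-dose primary screen, scaled between solvent and toxic-drug controls, exceeds 50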;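 note: 0% = DMSO solvent wells and 100% = doxorubicin-treated wells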
HPDE-C7 cytotoxicity: cytotoxicity in HPDE-C7 cells, cell-based, fluorescence, HTS (AID 430). HPDE-C7 pancreatic duct cells viability, fluorescence; higher % means a stronger effect. one-dose cytotoxicity, % at 10 µM; EC50 in µM for titrated hits. hit rate 1.8% among 63,000;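 note: cells exposed to compound for 48 hours before viability readout; 0% = vehicle and 100% = reference cytotoxic drug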
LYP inhibition: LYP phosphatase inhibitors, primary screen, biochemical, DiFMUP fluorescence, recombinant catalytic domain, 10 µM (AID 606) | Tyrosine-protein phosphatase non-receptor type 22 (Homo sapiens) | inhibition, % at 10 µM; hits with a dose series show IC50 in µM | 52,000 tested, under 10 active | recombinant LYP catalytic domain, DiFMUP fluorescence; higher % means a stronger effect;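 active = IC50 under 40 µM in the dose-response test; inactive = IC50 of 40 µM or more, or never dose-tested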
MK inhibit: S. pneumoniae MK inhibitors, primary screen, biochemical, PK/LDH-coupled NADH absorbance; mevalonate kinase [Streptococcus pneumoniae D39]; purified MK, PK/LDH-coupled NADH absorbance 340 nm; hit rate 0.48% among 65,000; inhibition, % at 10 µM;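 active = ranked among the strongest by inhibition in the single 10 µM screen, a fixed top-ranked set picked for dose follow-up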; note: no value below 0 was filed
Spn DPM-DC inh: S. pneumoniae DPM-DC inhibitors, primary screen, biochemical, PK/LDH-coupled NADH fluorescence | diphosphomevalonate decarboxylase (Streptococcus pneumoniae D39) | purified DPM-DC | calls only at 10 µM | hit rate 0.49% among 65,000 | AID 556, 2006;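 active = the 320 compounds with the highest percent inhibition in the single-dose primary screen, excluding strongly autofluorescent ones, cut at about 32% in these data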;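 note: kinetic rate of NADH fluorescence loss reporting ADP formed by the decarboxylase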
HT1080 viability: cytotoxicity in HT1080 fibrosarcoma cells, cell-based, fluorescence readout (AID 620); HT1080 viability, fluorescence; higher % means a stronger effect; cytotoxicity, % at 10 µM, or EC50 in µM where a hit was titrated; hit rate 0.42% among 87,000;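 note: cells exposed to compound overnight then 4 h with Alamar Blue; 0% = vehicle DMSO and 100% = killing control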
Spn PMK inh pilot replicates: also measured in Spn PMK inh; calls as there; inhibition, %; measured here: pilot screen replicates
MK inhibit pilot replicates: second read-out of MK inhibit, no call of its own (marks repeat the call); inhibition, %; measured here: pilot screen replicates
Spn DPM-DC inh pilot screen %: second read-out of Spn DPM-DC inh, no call of its own (marks repeat the call); inhibition, %; measured here: pilot screen trials
Starred values were filed as active, the others as inactive; i = inactive; . = no result given. Cut-off read from the data, not from the text of the source, unless noted: active = cytotoxicity above about 50%; inactive = the rest.

SMILES	Alkaline phosphatase	Spn PMK inh	Bfl-1 displacement	HPDE-C7K KRASV12	HPDE-C7 cytotoxicity	LYP inhibition	MK inhibit	Spn DPM-DC inh	HT1080 viability	others
CCOc1nc(-c2ccccc2)ccc1-c1noc(-c2ccco2)n1	.	19.0	.	.	.	10.5%	0.0	i	1.2%
COc1ccc(-n2cc(-c3ccccc3)c3c(N4CCN(CCO)CC4)ncnc32)cc1	2.3%	3.0	-5.1%	31.4%	17.6%	-1.2%	4.0	i	8.7%	Spn PMK inh pilot replicates=0.0;MK inhibit pilot replicates=4.0;Spn DPM-DC inh pilot screen %=1.5
COc1ccc(C(=O)N2CC3(C)CC2CC(C)(C)C3)cc1 (stereo not drawn)	6.2%	5.0	-6.7%	-6.2%	-8.6%	7.9%	4.0	i	-5.4%
COc1ccc(N2C(=O)C(CC(=O)Nc3ccccc3)N(Cc3ccc4c(c3)OCO4)C2=O)cc1 (stereo not drawn)	4.3%	5.0	-6.4%	-9.0%	-16.9%	-3.5%	4.0	i	11.8%
Cn1c(NCc2ccccc2O)nc2ccccc21	-7.7%	10.0	2.4%	6.6%	2.4%	5.7%	0.0	i	2.9%
O=C1CC(O)(C(F)(F)F)Oc2c1ccc1ccccc21 (stereo not drawn)	7.3%	2.0	1.4%	88.6%*	82.3%*	.	8.0	i	-8.5%
COC(=O)c1ccc(CSc2nnc3n(Cc4ccccc4OC)c(=O)c4ccccc4n23)o1	11.8%	13.0	-1.0%	21.2%	16.6%	2.5%	2.0	i	-2.2%
CCOC(=O)c1c(C)c(C(=O)NCc2ccco2)c(C)n1Cc1ccccc1	0.3%	11.0	-11.4%	29.5%	47.8%	13.9%	4.0	i	-5.2%
CC(C)OC(=O)CN1CCN(S(=O)(=O)c2cc(Cl)ccc2Cl)CC1	3.3%	12.0	1.4%	-9.1%	-2.6%	17.0%	0.0	i	5.1%
CCOC(=O)N1CCN(C(=O)CN(c2cccc(C(F)(F)F)c2)S(=O)(=O)c2ccccc2)CC1	2.4%	9.0	-0.9%	-6.2%	-6.4%	7.8%	0.0	i	-0.5%
CC(C)Nc1nc2n(c(=O)n1)CCN2C(C)C	1.5%	0.0	5.7%	-6.1%	1.4%	4.9%	8.0	i	9.4%
CC(=O)N1CCCc2cc(S(=O)(=O)N3CCN(C4CCCCC4)CC3)ccc21	-0.4%	4.0	-10.2%	-5.5%	-8.3%	.	8.0	i	7.6%
CCOC(=O)c1sc2ncnc(OC)c2c1C	9.1%	13.0	-6.0%	.	.	-8.1%	11.0	i	-13.3%
Cc1nnc(SCC(=O)NC(C)(C)C)n1CCc1ccccc1	6.0%	8.0	-7.3%	1.4%	-14.8%	4.6%	9.0	i	8.2%	Spn PMK inh pilot replicates=1.0;MK inhibit pilot replicates=0.0;Spn DPM-DC inh pilot screen %=0.0
CN(C)c1nc(OCCOC(=O)Nc2ccc(Cl)cc2Cl)nc(N(C)C)n1	18.9%	2.0	-5.0%	11.5%	-13.9%	-3.6%	1.0	i	1.4%	Spn PMK inh pilot replicates=6.0;MK inhibit pilot replicates=0.0;Spn DPM-DC inh pilot screen %=0.0
COc1ccc(-c2nn3c(-c4ccccc4)nnc3s2)cc1	2.7%	10.0	-0.9%	-0.9%	-2.5%	20.6%	10.0	i	-3.3%
O=C(NC1(C(=O)NC2CCCCC2)CCCCC1)c1ccc2c(c1)OCO2	3.4%	0.0	-4.1%	-12.5%	-17.1%	10.7%	7.0	i	7.7%	Spn PMK inh pilot replicates=1.5;MK inhibit pilot replicates=4.5;Spn DPM-DC inh pilot screen %=3.0
Cc1nn(-c2cccc(Cl)c2)c2c1C(c1cccnc1)C(C#N)=C(N)O2 (stereo not drawn)	5.7%	18.0	11.7%	30.8%	38.9%	8.8%	8.0	i	-3.6%
CCCCN(CCCNC(=O)c1c(C)cc(=O)oc1C)c1ccccc1	9.6%	16.0	-0.2%	-8.7%	-21.3%	12.2%	9.0	i	7.8%
Cc1ccc(C)n1-c1ccc(-c2nnc3n2CCCCC3)s1	-0.9%	4.0	-5.5%	6.0%	-3.4%	9.3%	0.0	i	20.4%
Cc1ccc(-n2ncc3c(N4CCC(C(N)=O)CC4)ncnc32)c(C)c1	5.7%	6.0	-1.4%	-24.9%	-8.2%	13.2%	0.0	i	3.6%
COC(=O)CNC(=O)C1CCCN1C(=O)OC(C)(C)C (stereo not drawn)	3.3%	0.0	-0.9%	-11.6%	-5.6%	-6.8%	3.0	i	6.6%
OC(Cn1cccn1)c1ccccc1 (stereo not drawn)	0.8%	10.0	-6.9%	-21.8%	-22.7%	8.6%	0.0	i	3.0%
O=C(Nc1ccc(Cl)cc1)c1ccncc1	4.2%	0.0	-4.0%	-2.9%	6.9%	9.1%	9.0	i	.
CCN(C(=O)COc1cc(=O)n(CC)c2ccccc12)c1cccc(Cl)c1	12.8%	16.0	4.5%	8.1%	7.9%	.	4.0	i	-1.3%
CS(=O)(=O)N1CCC(C(=O)Nc2ccc(F)cc2F)CC1	9.0%	17.0	-6.8%	-5.2%	-1.2%	1.7%	0.0	i	-5.2%
Nc1n[nH]c2c1C1(CCCCC1)Cc1ccccc1-2	14.0%	0.0	-7.4%	-33.4%	-23.9%	9.8%	8.0	i	10.3%
COc1ccc(CNC(=O)C2CCCN2S(=O)(=O)c2ccc(S(=O)(=O)N(C)C)cc2)cc1 (stereo not drawn)	9.6%	6.0	-6.5%	-14.8%	-16.4%	-15.3%	1.0	i	1.5%
CCOC(=O)CN(C(=O)CSc1nnc(C)n1-c1ccccc1)c1ccccc1	7.8%	8.0	5.7%	-14.7%	-3.8%	-2.7%	8.0	i	13.7%
COC(=O)C1=C(C)N(c2ccc(C(=O)OC)cc2)C(=O)C1	9.6%	0.0	-0.3%	-1.5%	11.3%	12.1%	6.0	i	-1.8%	Spn PMK inh pilot replicates=3.5;MK inhibit pilot replicates=0.0;Spn DPM-DC inh pilot screen %=1.0
CC1CC(=O)c2cnc(NCc3ccco3)nc2C1 (stereo not drawn)	7.9%	9.0	-0.4%	2.9%	-2.5%	.	12.0	i	1.6%
COc1ccc(-n2c(COc3cccc(C)c3)nnc2SCC(=O)NCc2ccco2)cc1	21.1%	21.0	-7.1%	1.0%	-4.6%	8.1%	0.0	i	-8.3%	Spn PMK inh pilot replicates=3.5;MK inhibit pilot replicates=0.5;Spn DPM-DC inh pilot screen %=0.0
CS(=O)(=O)N1CCC(C(=O)N2CCc3ccccc3C2)CC1	3.5%	4.0	-3.3%	3.1%	-7.1%	-3.7%	11.0	i	-1.6%
CCOCC(=O)N1CCc2ccccc21	11.9%	7.0	-4.3%	-1.9%	-0.1%	19.6%	7.0	i	-3.5%
CN(C)Cc1ccc(O)c(CCc2ccccc2)n1	7.0%	21.0	-2.4%	8.4%	-1.0%	7.3%	0.0	i	-10.3%
CCOC(=O)N1CCN(C(=O)Nc2ccccc2Cl)CC1	8.2%	4.0	-2.8%	-13.5%	-21.5%	.	0.0	i	-3.2%
CCc1c(C(=O)Nc2cc(C)ccc2OC)[nH]c(C)c1C(C)=O	9.8%	9.0	2.2%	-6.7%	-13.3%	-4.2%	4.0	i	-0.8%	Spn PMK inh pilot replicates=0.0;MK inhibit pilot replicates=0.0;Spn DPM-DC inh pilot screen %=0.0
CCN(CC)CCCNC1CCS(=O)(=O)C1 (stereo not drawn)	19.4%	18.0	-7.9%	-6.0%	0.0%	-0.8%	0.0	i	9.1%	Spn PMK inh pilot replicates=4.0;MK inhibit pilot replicates=1.0;Spn DPM-DC inh pilot screen %=0.5
CCn1c(CNc2ccc(F)cc2)nnc1SCC(=O)OC1CCCCC1	10.0%	8.0	-6.4%	3.3%	-8.7%	-6.5%	3.0	i	-3.9%
CCC1CCCCN1C(=O)Cn1c(=O)oc2ccccc21 (stereo not drawn)	12.4%	0.0	1.5%	-1.4%	-22.1%	-4.3%	6.0	i	5.0%

Next section; it opens with the 2 that closed the last part.
SMILES	Alkaline phosphatase	Spn PMK inh	Bfl-1 displacement	HPDE-C7K KRASV12	HPDE-C7 cytotoxicity	LYP inhibition	MK inhibit	Spn DPM-DC inh	HT1080 viability	others
CCn1c(CNc2ccc(F)cc2)nnc1SCC(=O)OC1CCCCC1	10.0%	8.0	-6.4%	3.3%	-8.7%	-6.5%	3.0	i	-3.9%
CCC1CCCCN1C(=O)Cn1c(=O)oc2ccccc21 (stereo not drawn)	12.4%	0.0	1.5%	-1.4%	-22.1%	-4.3%	6.0	i	5.0%
Cc1cccc(CCNC(=O)C2CCCN(S(=O)(=O)c3cccc4nsnc34)C2)c1 (stereo not drawn)	6.6%	7.0	-0.8%	2.1%	-7.2%	.	8.0	i	6.5%
CCN1CCN(CCCNC(=O)c2csc3c2CCCCC3)CC1	6.4%	19.0	0.3%	-3.2%	1.8%	6.1%	11.0	i	3.4%
COC(=O)CCC(=O)Nc1cccc2c(NC(=O)CCC(=O)OC)cccc12	10.8%	3.0	-3.4%	-19.4%	-0.1%	-2.9%	6.0	i	11.1%
Nc1cc(Cl)ccc1N1CCOCC1	14.7%	17.0	-4.8%	4.3%	4.5%	7.6%	0.0	i	0.6%
Cc1ccccc1CNc1nc(N)n(-c2ccccc2)n1	12.3%	0.0	-5.6%	-1.7%	-10.8%	9.2%	7.0	i	-2.5%
Cc1cc(C)n(S(=O)(=O)c2cc(C)c(C)cc2C)n1	5.0%	4.0	1.5%	23.2%	14.8%	8.5%	7.0	i	12.5%
COC(=O)[C@@H](NC(=O)NC(C)CCc1ccccc1)C(C)C (stereo partly drawn)	8.2%	7.0	20.0%	-18.1%	-31.4%	.	11.0	i	11.0%
COc1cccc(C(=O)NC2CC3CCCC(C2)N3CC(=O)Nc2ccccc2)c1 (stereo not drawn)	11.1%	15.0	.	-15.8%	-13.9%	2.4%	2.0	i	4.1%
O=C(CSc1nnc2ccccn12)NCc1cccs1	8.3%	17.0	-8.3%	4.7%	-7.0%	-1.9%	6.0	i	-7.5%
CC12CN3CC(C)(CN(C1)C3c1ccc(Cl)cc1Cl)C2=O (stereo not drawn)	10.1%	2.0	-5.0%	2.3%	7.6%	-3.5%	5.0	i	-0.6%	Spn PMK inh pilot replicates=2.0;MK inhibit pilot replicates=1.0;Spn DPM-DC inh pilot screen %=4.5
O=C(CN1C2=NCCN2c2ccccc21)c1ccc2c(c1)OCO2	4.5%	6.0	-1.3%	3.1%	-5.1%	15.4%	14.0	i	-6.4%
Cc1cccn2c(=O)c3cc(C(=O)NCc4ccco4)c(=N)n(CCOCCO)c3nc12	8.3%	17.0	-0.1%	0.2%	-5.4%	.	0.0	.	-2.6%
CCc1cccc(NC(=O)CN2C(=O)NC3(CCCCCCC3)C2=O)c1	10.7%	9.0	-5.2%	1.3%	1.4%	16.1%	7.0	i	2.2%
COc1ccc(Cl)cc1Nc1cc(C)nc2nc(C)nn12	-0.5%	13.0	2.2%	-5.2%	3.3%	-3.4%	0.0	i	-0.9%
